Bioassay records as filed in PubChem BioAssay.
ERp5 block = ERp5 (human) disulfide isomerase inhibition; ERp5 insulin aggregation, absorbance 650 nm, 90 min; 350,000 compounds, 0.05% hits; inhibition, % at 9.99 µM;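 active = mean replicate inhibition above about 25%, with every replicate also reaching it, limit read from the data, passing the limit was not always enough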
E-sel inducer = induces E-selectin expression in human endothelial cells. 260,000 compounds, 0.37% hits. P16581. AID 686992. HUVEC E-selectin immunofluorescence imaging; normalized: neutral wells 0, TNF-alpha wells 100. activation, % at 7.58 µM;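 active = mean E-selectin-positive cell signal at least 10% of the positive control, reached in at least 60% of replicates, without over 20% cell loss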;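 also: in these data hits start at about 27%; measured in HUVEC primary endothelial cells; signal is the percent of cells scored E-selectin positive by PE staining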
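assay system = HUVEC, human umbilical vein endothelial cells | input = 3,000 HUVEC seeded per well | medium = EGM-2 growth medium on 0.1% gelatin-coated wells | dosing = one compound dose added by pin transfer | signal = immunofluorescence imaging | read-out basis = % PE-positive cells | control set = TNF-alpha, DMSO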
RAD52 inh = inhibitors of human RAD52 DNA annealing; P43351; recombinant RAD52 DNA annealing, FRET fluorescence; inhibition, % at 18.7 µM; 360,000 compounds, 0.46% hits; AID 651710;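 active = every replicate showing at least 50% inhibition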
Target sequence (P43351 whole entry, looked up): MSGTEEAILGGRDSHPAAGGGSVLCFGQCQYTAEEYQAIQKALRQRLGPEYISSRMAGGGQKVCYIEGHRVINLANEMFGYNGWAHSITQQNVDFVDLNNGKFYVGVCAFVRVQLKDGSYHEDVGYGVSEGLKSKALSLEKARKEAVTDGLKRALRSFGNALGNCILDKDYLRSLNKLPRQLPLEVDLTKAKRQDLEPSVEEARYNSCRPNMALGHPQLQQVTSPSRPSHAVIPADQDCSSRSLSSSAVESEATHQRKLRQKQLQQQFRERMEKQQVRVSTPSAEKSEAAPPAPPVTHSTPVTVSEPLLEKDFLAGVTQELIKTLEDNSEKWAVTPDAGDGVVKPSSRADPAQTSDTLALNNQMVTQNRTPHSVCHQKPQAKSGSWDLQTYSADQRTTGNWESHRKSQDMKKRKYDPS
Casp6 inh = inhibitors of human caspase-6; P55212; purified caspase-6, Z-VEID-R110 cleavage fluorescence; inhibition, % at 12.5 µM; 350,000 compounds, 0.53% hits;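 active = mean inhibition across replicates at least about 35%, with every replicate also reaching that limit, limit read from the data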;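 also: 0% = median of neutral control wells and 100% = no fluorescence left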
Target sequence (P55212 24-179 limits assumed): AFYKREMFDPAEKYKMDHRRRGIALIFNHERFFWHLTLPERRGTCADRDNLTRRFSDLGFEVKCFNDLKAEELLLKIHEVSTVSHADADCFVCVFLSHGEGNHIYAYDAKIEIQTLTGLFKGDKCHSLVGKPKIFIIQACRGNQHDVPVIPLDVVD
Target sequence (P55212 194-293 limits assumed): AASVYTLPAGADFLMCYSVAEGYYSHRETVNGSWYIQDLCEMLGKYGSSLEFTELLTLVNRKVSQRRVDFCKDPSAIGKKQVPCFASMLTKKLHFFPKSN
esBAF inh = SWI/SNF esBAF complex inhibition | mouse ES cells, Bmi1-luciferase knock-in reporter, 24 h; 100% = twice the neutral-well signal | reporter increase, % at 12.5 µM | 350,000 compounds, 2% hits | AID 602393; in the data active = activation above about 40%;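 also: 0% = median of the plate's neutral control wells and 100% = double that signal; a rise in the Bmi1 reporter signal indicates esBAF inhibition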
ARNT TACC3 PPI = ARNT/TACC3 interaction disruption | AlphaScreen His-ARNT PAS-B/GST-TACC3 binding, luminescence; TACC3 fragment carries E629A point mutation | inhibition, % at 9.99 µM | 390,000 compounds, 0.66% hits | AID 623870;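 active = mean inhibition of replicates at least 50% and at least half of replicates each reaching 50%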;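 also: 0% = complete ARNT plus TACC3 wells and 100% = ARNT alone without TACC3; many hits fall short of the cut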
RAD54 branch = blocks human RAD54 Holliday junction branch migration; Q92698; FAM/BHQ fluorescence; inhibition, % at 10.4 µM; 360,000 compounds, 0.14% hits;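 active = mean normalized replicate activity at least 40 and at least half of replicates scoring 40 or more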;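 also: 0% = median of neutral control wells and 100% = median of positive control wells; inhibitors cause a drop in the FAM fluorescence signal; in these data hits start at about 50%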
PglD DTNB = blocks C. jejuni PglD acetyltransferase activity; purified PglD enzyme, DTNB colorimetric CoA detection; inhibition, % at 12.5 µM; 360,000 compounds, 0.098% hits; in the data active = inhibition above about 16%, passing the limit was not always enough; also: strong numbers were not always called active
* = called active by the depositor; / = not tested or not shown.

SMILES	ERp5 block	E-sel inducer	RAD52 inh	Casp6 inh	esBAF inh	ARNT TACC3 PPI	RAD54 branch	PglD DTNB
O=C(C1CCCCCC1)N1CC[C@@H](N2CCC(O)CC2)[C@H](O)C1	3	-0.1	-33	-1	-2	4	-2	-5
COc1ccc(C(=O)N/N=C/c2ccccn2)cc1OC	-7	/	-12	5	11	41	-1	1
COCCCn1c(SCC(=O)N2CCCCC2C)nnc1-c1ccco1 (stereo not given)	/	/	/	/	-10	4	-10	5
CCC(=O)N(C)C[C@@H]1Oc2cc(C#CCN(C)C)ccc2S(=O)(=O)N([C@H](C)CO)C[C@H]1C	2	0.4	-3	-1	-4	-13	-4	-1
O=C(CN1C(=O)C(=O)N(Cc2ccco2)C1=O)NC1CCCCC1	-3	/	-10	12	/	-4	/	/
Cc1cccc(C)c1OCc1nnc(SCC(=O)Nc2ccccc2F)o1	1	/	-5	-2	-14	/	-4	0
CCOc1ccccc1/C=C/C(=O)N1CCN(C(=O)c2ccco2)CC1	-2	0.0	-26	-2	0	1	-5	-3
NC(N)=N/N=C/c1cccc(Cl)c1Cl	-2	2.7	15	-9	4	3	33	4
CCCOc1nc(SCCC)nc2c1cnn2-c1ccccc1	3	-0.2	-2	-1	0	-8	-2	-6
C[C@H](CO)N1C[C@H](C)[C@H](CN(C)Cc2ccc(C(F)(F)F)cc2)OCCCC[C@H](C)Oc2ccc(NC(=O)Nc3ccc(F)cc3)cc2C1=O	8	/	-30	0	-8	7	0	-1
CCN(Cc1ccncc1)Cc1cn(C)nc1-c1ccc(Oc2ccccc2)cc1	0	1.3	-14	-3	/	4	/	/
CN(C)CC#Cc1ccc([C@@H]2[C@H]3CN(C(=O)Cc4ccccc4)CC(=O)N3[C@H]2CO)cc1	-1	-0.3	-9	-1	/	/	/	/
COC(=O)N(C)CCCC1(C)C(=O)N(C)c2ccc(O)cc21 (stereo not given)	/	/	/	/	-1	-30	5	5
C[C@@H]1CCCCO[C@H](CN(C)C(=O)Cc2ccccc2)[C@H](C)CN([C@H](C)CO)C(=O)c2cc(NS(=O)(=O)c3ccc(F)cc3)ccc2O1	/	0.5	/	/	5	1	8	4
CCCCn1c(N)c(N(CC(C)C)C(=O)CCNC(=O)c2ccc([N+](=O)[O-])cc2)c(=O)[nH]c1=O	0	-0.1	-6	-2	-5	-4	5	0
Cc1cc(C(=O)Nc2cccc3c2O[C@H](CN(C)Cc2ccncc2)[C@H](C)CN([C@@H](C)CO)C3=O)n(C)n1	0	/	3	-4	2	20	-1	2
COc1ccc(N2C(=O)c3ccc(C(=O)Nc4ccccc4O)cc3C2=O)cc1	3	0.0	-8	3	-13	-12	1	-1
O=C(Nc1cccc(F)c1)N1CCCCN2[C@@H](CO)[C@@H](c3ccc(C#Cc4cccnc4)cc3)[C@@H]2C1	-5	0.0	-47	0	2	-2	4	1
O=C(N1CCOCC1)C(F)(F)C(F)(F)C(F)(F)C(F)(F)C(=O)N1CCOCC1	/	/	/	/	2	-5	2	2
CC(C)c1nnc(NC(=O)C2CCCN2C(=O)Nc2ccc(F)cc2)s1 (stereo not given)	-1	/	-3	0	-2	-7	-2	-4

The list goes on; it opens with the four that closed the last part.
SMILES	ERp5 block	E-sel inducer	RAD52 inh	Casp6 inh	esBAF inh	ARNT TACC3 PPI	RAD54 branch	PglD DTNB
COc1ccc(N2C(=O)c3ccc(C(=O)Nc4ccccc4O)cc3C2=O)cc1	3	0.0	-8	3	-13	-12	1	-1
O=C(Nc1cccc(F)c1)N1CCCCN2[C@@H](CO)[C@@H](c3ccc(C#Cc4cccnc4)cc3)[C@@H]2C1	-5	0.0	-47	0	2	-2	4	1
O=C(N1CCOCC1)C(F)(F)C(F)(F)C(F)(F)C(F)(F)C(=O)N1CCOCC1	/	/	/	/	2	-5	2	2
CC(C)c1nnc(NC(=O)C2CCCN2C(=O)Nc2ccc(F)cc2)s1 (stereo not given)	-1	/	-3	0	-2	-7	-2	-4
COc1ccc(C)cc1S(=O)(=O)N(C)CC(=O)NCc1ccncc1	-8	/	-13	1	-8	/	-4	-4
COc1ccc(S(=O)(=O)Nc2ccc3c(c2)CC(=O)N([C@@H](C)CO)C[C@@H](C)[C@@H](CN(C)S(=O)(=O)c2ccc(F)cc2)O3)cc1	/	-16	/	/	2	7	1	3
CO[C@@H]1CN(C)C(=O)c2ccc(NC(C)=O)cc2OC[C@H](C)N(C(=O)C2CC2)C[C@H]1C	4	0.1	-1	-2	2	-2	-4	-2
Cc1ccc(/C=N/NC(=O)c2nnn(-c3nonc3N)c2CN(C)C)o1	0	/	-6	0	1	-3	-8	2
CCO[C@H]1OC(C(=O)N2CCCCCCC2)=C[C@@H](C2CCCCC2)[C@@H]1CCCO	-1	-0.8	1	/	-6	-1	-5	0
CCN(CC)CC(O)COCCC12CC3CC(CC(C3)C1)C2 (stereo not given)	/	/	/	/	-29	0	10	0
Cn1c(SCC(=O)NCCN2C(=O)CSC2=O)nnc1-c1ccccc1	-1	-0.6	-17	2	/	-10	/	/
O=[N+]([O-])c1nn(-c2ccc3c(c2)OCCO3)n(O)c1=Nc1ccccc1	-5	/	-6	0	/	9	/	/
C(=C\c1ccc(C2[C@H]3CNC[C@@H]2N3Cc2ccc3c(c2)OCO3)cc1)/c1ccccc1 (stereo not given in full)	1	0.2	35	1	/	/	/	/
O=C(NC1CCCCC1)N1CCN(c2ccccc2)CC1	/	/	/	/	-4	0	1	6
CC(C)(C)n1nc2c(c1NC(=O)c1ccccc1S(=O)(=O)C(F)F)CS(=O)(=O)C2	1	-0.3	-13	3	/	-7	6	-4
Cn1c(SCc2ccc(F)cc2)nnc1-c1ccncc1	-1	/	-14	-2	7	-10	-8	0
COc1ccccc1-c1ccc([C@@H]2[C@H](CO)N3CCCCN(C(=O)c4cccnc4)C[C@@H]23)cc1	3	-0.2	16	-1	-5	5	4	0
CN1C(=O)c2cc(NC(=O)c3cccc(C(F)(F)F)c3)ccc2OC[C@H]2O[C@H](CC(=O)O)CC[C@@H]21	1	0.0	-9	0	0	-1	-4	1
Cc1ccccc1C(=O)NC1CC2CCCC(C1)N2C(=O)Nc1ccccc1 (stereo not given)	-6	0.0	-15	-1	-1	1	3	-1
C=CC[C@]1(C(=O)NCc2ccccc2)COC(c2ccc(OCCCO)cc2)=N1	2	/	4	0	/	3	-10	-1
COc1ccc(CNC(=O)Cn2nc([N+](=O)[O-])c(Br)c2C)cc1	-3	0.0	-2	-3	0	-1	-1	-3
CCOc1ccc(N(C)S(=O)(=O)c2ccc3[nH]cc(C(=O)NCCCOC)c(=O)c3c2)cc1	3	/	-4	1	4	9	5	-3
Cc1ccc(OCC(=O)Nc2cccc(S(=O)(=O)NC3=NCCCCC3)c2)cc1C	-8	0.9	-51	2	-3	2	-7	-3
COc1ccc(-c2csc3ncnc(NCCN4CCOCC4)c23)cc1	/	/	/	/	-12	-7	0	-3
C[C@@H]1CCCCO[C@@H](CN(C)Cc2ccc3c(c2)OCO3)[C@@H](C)CN([C@@H](C)CO)C(=O)c2cc(NC(=O)Nc3ccccc3)ccc2O1	-9	-0.3	28	0	5	14	-11	-3
CCOC(=O)c1ccccc1NC1c2ccccc2C(=O)N1c1ccc(C)cn1 (stereo not given)	4	/	-2	-1	26	-1	-6	3
CCCC1=NN(C(=O)CCc2ccccc2O)C(O)(C(F)(F)F)C1 (stereo not given)	-4	0.0	-1	0	/	-3	/	/
CSc1nc(O)c(Cc2ccccc2)c(=O)[nH]1	/	/	/	/	-8	-32	8	0
CC(c1ccccc1)n1c(N2CCN(C)CC2)nc2c1c(=O)[nH]c(=O)n2C (stereo not given)	1	/	9	-1	-3	-2	4	4
CSc1ncccc1C(=O)N1CCN(S(=O)(=O)c2ccc(F)cc2)CC1	3	/	2	3	0	2	2	7
CCCNC(=O)C1(C)CCN(Cc2ccc(-n3ccnc3)cc2)C1 (stereo not given)	2	-0.1	-2	-3	-7	/	2	3
O=C(CCNC(=O)c1ccc(Br)cc1)NCCCc1ccccc1	2	/	-23	0	5	3	1	-2
Cc1nc(SCC(=O)c2cc3ccccc3oc2=O)c(C#N)c(-c2ccccc2)c1C(=O)Nc1ccccc1	-17	-0.4	-15	-1	/	0	-1	2
Cc1ccc(C(=O)OC(C)C(=O)NC2CCCCC2C)s1 (stereo not given)	7	/	-17	-3	9	1	-9	-1
CNC[C@@H]1Oc2cc(C#CC3(O)CCCC3)ccc2S(=O)(=O)N([C@H](C)CO)C[C@H]1C	5	1.1	-10	2	-3	0	-9	8
COc1ccc(N(CC(=O)Nc2cccnc2)S(=O)(=O)c2ccc(C)cc2)cc1Cl	-2	/	-7	9	12	3	0	-2
Cc1ccc(S(=O)(=O)N2CCN(C(=O)c3sccc3-c3ccccc3)CC2)cc1	14	/	4	1	-4	1	-13	-1
CN(C)CCCNC(=O)c1ccc(=O)[nH]n1	-5	0.2	4	-42	/	-4	6	2
Cc1cccc(-c2ccc([C@H]3[C@@H](CO)N4CCCCN(S(=O)(=O)c5ccccc5F)C[C@H]34)cc2)c1	2	0.0	/	/	-10	14	15	-2
CCCS(=O)(=O)NC(=O)C1(C)CCN(C(=O)c2cc(F)cc(F)c2)C1 (stereo not given)	4	-0.3	-6	0	1	/	4	3
O=C1c2ccccc2S(=O)(=O)N1Cc1ccccc1[N+](=O)[O-]	1	/	-3	-2	-2	-7	-2	-13
CC1CCc2c(sc3ncnc(NCCN4CCOCC4)c23)C1 (stereo not given)	-4	0.0	1	1	9	-1	4	-5
CCN(CC)c1nc2n(c(=S)n1)CCS2	/	/	/	/	-4	1	-3	-2
CCCCNC(=O)Cn1c(=O)c2c(ncn2CC)n(Cc2ccccc2)c1=O	-1	/	-6	2	-5	-1	14	2
Cc1cccc(C)c1NC(=O)c1cn(-c2ccccc2)nc1-c1ccccc1	9	-1.3	-6	-2	6	-32	-10	5
C[C@H](CO)N1C[C@H](C)[C@H](CN(C)S(=O)(=O)c2cn(C)cn2)OCCCC[C@H](C)Oc2ccc(NC(=O)CCC(F)(F)F)cc2C1=O	-2	-0.1	1	-3	2	-3	3	0
CCc1ccc(NC(=O)[C@H](Cc2c[nH]c3ccccc23)NC(=O)[C@@H]2Cc3ccccc3CN2)cc1	6	/	-43	-3	24	8	-9	0
O=C(O)c1cccc(NC(=S)N/N=C/c2ccccn2)c1	5	-0.6	-42	3	/	66*	/	/
CCc1ccc(CN(C)C(=O)c2ccc3c(=O)n4c(nc3c2)CCC4)cc1	-11	/	-10	-3	1	-4	-3	-2
CN1[C@@H]2c3ccc(/C=C/c4ccccc4)c(=O)n3C[C@@H]2[C@@H](CO)[C@@H]1C(=O)NC1CCC1	/	-0.1	/	/	13	/	8	1
CCOC(=O)CN1C(=O)COc2ccc(C(C)(C)C)cc21	/	/	/	/	-1	8	12	0
CN(C)CCCNC(=S)N(CCCO)Cc1cc2cc3c(cc2[nH]c1=O)OCO3	1	0.1	25	-22	0	7	13	-5
CO[C@@H]1CN(C)C(=O)c2cc(NC(=O)C3CCCC3)ccc2OC[C@H](C)N(C(=O)CC2CC2)C[C@H]1C	16	0.8	-9	1	-1	1	0	-1
O=C1NC(=O)C(c2ccc(Cl)cc2Cl)N1 (stereo not given)	-7	/	-1	-2	-5	-2	0	2
O=C(NCC1CCCCC1)[C@@H]1N[C@@H]2c3ccc(C4=CCCC4)c(=O)n3C[C@@H]2[C@H]1CO	4	0.5	-11	0	-4	0	5	-3
O=C(C[C@H]1C[C@H]2c3cc(NC(=O)NC4CCCC4)ccc3O[C@H]2[C@H](CO)O1)NCc1cc(F)ccc1F	/	-0.1	/	/	0	4	-8	-5

2 compounds picked at random from the list so far, as already listed:
SMILES	ERp5 block	E-sel inducer	RAD52 inh	Casp6 inh	esBAF inh	ARNT TACC3 PPI	RAD54 branch	PglD DTNB
O=C1NC(=O)C(c2ccc(Cl)cc2Cl)N1 (stereo not given)	-7	/	-1	-2	-5	-2	0	2
CO[C@@H]1CN(C)C(=O)c2cc(NC(=O)C3CCCC3)ccc2OC[C@H](C)N(C(=O)CC2CC2)C[C@H]1C	16	0.8	-9	1	-1	1	0	-1
